High-throughput results (PubChem BioAssay)
Statin myotox sup: suppression of simvastatin myotoxicity; C2C12 myotubes + simvastatin, ATP luminescence, 48 h; scaled: DMSO 0, geranylgeraniol control 100; rescue of ATP level, % at 7.49 µM; actives 0.78% (n = 330,000);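 active means mean ATP rescue above about 67%, or every replicate alone reaching that limit, limit read from the data, passing the limit was not always enough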;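 further: myotubes were challenged with 10 µM simvastatin during compound exposure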
PGC1a acetyl inh: modulators of PGC1a acetylation. U2OS PGC1a acetylation, AlphaScreen anti-acetyl-lysine; with virally co-expressed GCN5 acetyltransferase. AID 651687. actives 0.17% (n = 350,000). inhibition, % at 15.6 µM;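 active means every replicate shows inhibition of at least 40%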;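 further: 0% = neutral control wells and 100% = positive control wells; some results beyond the cut were filed as inactive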
PglD inh: inhibitors of Campylobacter jejuni PglD acetyltransferase | purified PglD enzyme, DTNB colorimetric CoA detection | inhibition, % at 12.5 µM | actives 0.098% (n = 360,000) | AID 602405; in the data active means inhibition above about 16%, passing the limit was not always enough; further: strong numbers were not always called active
INS-1E GSIS act: primary screen for activators of insulin secretion dependent on glucose, INS-1E cells, GLuc reporter luminescence. INS-1E GLuc reporter insulin secretion, 2-3 h. activation, % at 16.6 µM. actives 0.61% (n = 370,000). AID 743287;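 active means lowest replicate activation of at least 40%, so every replicate reaches that level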;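 further: 0% = median of neutral control wells and 100% = median of IBMX positive control wells; some compounds called inactive have numbers as strong as hits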
CFTR F508del cor: correctors of CFTR F508del function in bronchial epithelial cells; CFBE cells, YFP halide quenching; stimulated with forskolin plus potentiator P3; % fluorescence drop versus neutral controls; activity (quench increase), % at 7.58 µM; actives 0.36% (n = 350,000); AID 720511;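 active means mean added fluorescence quench of at least 8% versus neutral control, with both replicates also reaching 8%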;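 further: cells transiently co-express mutant CFTR-F508del with the halide-sensitive YFP; corrector assay measuring rescue of mutant channel to the surface after 24 h compound exposure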
Cneo AK release: causes C. neoformans cell lysis | adenylate kinase release luminescence, 4 h; normalised: neutral wells 0, clomiphene wells 100 | AID 651654 | lysis activity, % at 15 µM | actives 0.2% (n = 360,000);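 active means mean lysis activity across replicates of at least 80%, whatever share of replicates individually reach that level; inactive means mean lysis activity below 80%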
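Assay system: log-phase C. neoformans yeast / Quantity: yeast cell density of 5 × 10^6 cells/mL / Medium: fresh YPD growth medium / Compound: single dose / Timing: static 4 h at 37 °C with compound, 1 h detection / Measured by: adenylate kinase release luminescence / Read-out: lysis from increased AK signal / Benchmarks: Clomiphene as positive lysis control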
miR122 inh: inhibitors of miR-122 in Huh7 cells. Huh7 miR-122 Renilla luciferase sensor, 48 h; neutral wells = 0, positive control = 100. activation (reporter increase), % at 12.5 µM. actives 0.3% (n = 340,000). AID 602342;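 active means mean replicate activation score at least 90 and every replicate individually at or above 90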;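 further: higher luciferase means less miR-122 activity so hits act as miR-122 inhibitors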
FN deposit inh: fibronectin deposition inhibition; AH1F fibroblasts, Alexa488-fibronectin deposition fluorescence, overnight; inhibition, % at 12.6 µM; actives 0.086% (n = 350,000);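 active means mean inhibition across replicates of 30% or more, regardless of how many single replicates reach that level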;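 further: positive control wells lacked labelled fibronectin entirely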
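Measured by – fluorescence 485/525 nm · System – AH1F fibroblast monolayer, labelled fibronectin deposition · Amount – 10000 cells per well · Buffer or medium – serum-reduced DMEM (2% serum) · Doses – single dose, pinned · Also added – fluorescent fibronectin at 24 nM final · Schedule – 1 h cell attachment, overnight exposure to compound and label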
* hit, by the source's call; · = no result given; & = joins results of further samples; [ ] = dose if it differs, or a comment. This is a random part of the collection; about 2.1% have a hit in one of these screens.

1: CCc1ccc(NC(=O)CC2C(=O)N(c3ccc(C)cc3)C(=O)N2CCc2ccncc2)cc1 (stereo not drawn)
2: COc1ccc(-c2cc3cc(C(=O)O)ccn3c2C(=O)c2ccccc2)cc1
3: CCCN(C)C[C@H]1OCCCC[C@@H](C)Oc2ccc(NC(=O)Nc3ccc(OC)cc3)cc2C(=O)N([C@H](C)CO)C[C@@H]1C
4: O=S(=O)(c1ccccc1)N1C[C@@H]2[C@H](c3ccccc31)[C@H](CO)N2Cc1ccccn1
5: COc1cc(NC(=O)COC(=O)c2cc(S(=O)(=O)N3CCCCC3)ccc2Cl)c(C)cc1[N+](=O)[O-]
6: C[C@@H]1CN([C@@H](C)CO)C(=O)c2cc(NC(=O)Cc3ccccc3)ccc2O[C@H]1CN(C)C(=O)Nc1ccc(F)cc1
7: COc1ccc(NC(=O)CN(C)S(=O)(=O)c2ccccc2)cc1OC
8: CCS(=O)(=O)Nc1cccc(-c2cn3c(n2)SCC3)c1
entry no.	1	2	3	4	5	6	7	8
Statin myotox sup	14	·	-24	-3	·	8	4	1
PGC1a acetyl inh	2	2	-4	-1	-2	-5	5	0
PglD inh	·	-9	-1	1	1	-2	·	-1
INS-1E GSIS act	-10	1	10	3	-8	4	9	-4
CFTR F508del cor	-2.5	0.9	0.3	-1.0	·	0.1	-1.8	-1.4
Cneo AK release	·	4	1	-1	3	53	·	-1
miR122 inh	4	-3	-2[16.7 µM]	-7[16.7 µM]	5	1[16.7 µM]	2	·
FN deposit inh	18	-2	·	-1	10	11	·	4

9: CCC(C)NC(=O)c1ccc(C2SCC(=O)N2Cc2ccccc2)cc1 (stereo not drawn)
10: C=CCN1C(=O)c2ccc(C(=O)NCC(=O)Nc3c(C)cc(C)cc3C)cc2C1=O
11: Oc1ccc(Br)cc1-c1cc(-c2ccccc2)n[nH]1
12: O=C(Oc1ccccc1)N1CCCC1
13: COc1ccc(N2C(=O)Cc3ccccc3C2=O)cc1
14: COc1cccc(S(=O)(=O)Nc2ccc3c(c2)OC[C@@H](C)NC[C@@H](C)[C@H](OC)CN(C)C3=O)c1
15: O=C(CSc1nc2nc(-c3cccs3)cc(C(F)(F)F)c2c(=O)[nH]1)NCc1ccco1
16: CC(C)C(=O)OC1CCS(=O)(=O)c2sccc21 (stereo not drawn)
entry no.	9	10	11	12	13	14	15	16
Statin myotox sup	·	-2	·	2	0	-12	·	-5
PGC1a acetyl inh	2	-3	-1	4	2	-2	5	-14
PglD inh	·	5	1	-1	-6	-1	0	-1
INS-1E GSIS act	6	8	·	7	2	9	·	-3
CFTR F508del cor	-2.3	1.0	·	-2.2	-0.6	-0.3	·	1.3
Cneo AK release	·	-1	0	3	-1	-2	6	1
miR122 inh	·	9	6	5	4	-2[16.7 µM]	1	-2
FN deposit inh	1	0	·	-5	-10	12	·	·

17: COc1ccc(N(CC(=O)NC2CCCCC2)C(=O)CNC(=O)c2ccco2)cc1
18: CC(NC(=O)C1CCC(CNc2c(N3CCCCC3)c(=O)c2=O)CC1)c1ccccc1 (stereo not drawn)
19: CC(C)NC(=O)Nc1ccc2c(c1)CC(=O)N([C@H](C)CO)C[C@@H](C)[C@@H](CN(C)S(=O)(=O)c1cccs1)O2
20: O=C1NC(=O)C2(CCC(C3CCCCC3)CC2)N1 (stereo not drawn)
21: COc1ccc(OC)c(C2C(C(C)=O)=C(O)C(=O)N2CCC(=O)O)c1 (stereo not drawn)
22: CCS(=O)c1scc(-c2ccc(Cl)cc2)c1C#N (stereo not drawn)
23: Cc1cc(C)n(Cc2ccc(NC(=O)c3ccc(COc4ccccc4Br)cc3)cc2)n1
24: O=C(CSc1ccc([N+](=O)[O-])cc1)NNC(=O)c1ccccc1F
entry no.	17	18	19	20	21	22	23	24
Statin myotox sup	-6	·	11	6	6	6	-73	1
PGC1a acetyl inh	-15	3	2	-3	·	·	0	·
PglD inh	5	0	5	-1	-7	·	4	2
INS-1E GSIS act	-3	-3	6	29	2	8	5	-1
CFTR F508del cor	-0.9	0.7	-2.5	3.4	-1.4	-1.8	·	-2.3
Cneo AK release	-2	1	2	0	-1	·	2	-5
miR122 inh	1	·	10[16.7 µM]	-2	0	·	-12	·
FN deposit inh	19	-2	-1	-3	·	0	·	3

Arranged by heavy-atom count (ascending): part of the list above.
24: O=C(CSc1ccc([N+](=O)[O-])cc1)NNC(=O)c1ccccc1F
17: COc1ccc(N(CC(=O)NC2CCCCC2)C(=O)CNC(=O)c2ccco2)cc1
23: Cc1cc(C)n(Cc2ccc(NC(=O)c3ccc(COc4ccccc4Br)cc3)cc2)n1
entry no.	24	17	23
Statin myotox sup	1	-6	-73
PGC1a acetyl inh	·	-15	0
PglD inh	2	5	4
INS-1E GSIS act	-1	-3	5
CFTR F508del cor	-2.3	-0.9	·
Cneo AK release	-5	-2	2
miR122 inh	·	1	-12
FN deposit inh	3	19	·

Next entries
25: CCN1CCN(CC(=O)Nc2cc(C)c(C)cc2[N+](=O)[O-])CC1
26: CCCCn1nc(C(=O)Nc2c(C)n(C)n(-c3ccccc3)c2=O)c2ccccc2c1=O
27: CN(c1ccccc1)S(=O)(=O)c1cccc(NC(=O)c2cncc(Br)c2)c1
28: O=C(NCCc1ccc(F)cc1)Nc1ccc([N+](=O)[O-])cc1
29: O=C(NCCc1ccccc1)C(c1ccccc1)N(C(=O)c1csnn1)C1CC1 (stereo not drawn)
30: Cn1cnc(CCNC(=O)C[C@@H]2CC[C@H]3[C@@H](COC[C@@H](O)CN3C(=O)Nc3ccccc3)O2)c1
31: O=C(C[C@H]1C[C@H]2c3cc(NC(=O)Cc4ccncc4)ccc3O[C@H]2[C@@H](CO)O1)NCc1cccnc1
32: CC(=O)N(C)C[C@H]1Oc2ncc(C#CC3(O)CCCC3)cc2C(=O)N([C@H](C)CO)C[C@@H]1C
entry no.	25	26	27	28	29	30	31	32
Statin myotox sup	6	8	-11	-22	·	4	-5	12
PGC1a acetyl inh	5	6	4	7	0	5	-10	9
PglD inh	·	-1	5	-2	·	2	2	1
INS-1E GSIS act	19	-12	-34	-58	-11	13	-9	18
CFTR F508del cor	-0.5	0.0	-1.1	-0.9	-1.1	-1.2	1.0	-1.9
Cneo AK release	·	-2	6	-23	·	0	1	3
miR122 inh	1	·	59	-2	·	-6[16.7 µM]	-5[16.7 µM]	5[16.7 µM]
FN deposit inh	0	12	-4	·	4	8	6	3

33: C[C@@H]1CN([C@@H](C)CO)C(=O)c2cc(C#Cc3ccccc3)cnc2O[C@H]1CN(C)S(=O)(=O)c1ccccc1F
34: CCN(c1ccc(OC)cc1)S(=O)(=O)c1nnc(NC(=O)C(C)C)s1
35: CCOCCCN(C(=O)c1ccco1)C(C(=O)NC1CCCC1)c1cccc(OC)c1OC (stereo not drawn)
36: Cc1cc(C(=O)Nc2ccncc2)c2ccccc2n1
37: O=C(/C=C/c1ccncc1)c1cc(Cl)ccc1O
38: CSc1ncccc1C(=O)OCC(=O)c1cc2ccccc2o1
39: COc1ccc(NC(=O)Nc2ccc3c(c2)C(=O)N([C@@H](C)CO)C[C@H](C)[C@H](CN(C)S(=O)(=O)c2ccc(C)cc2)O3)cc1
40: C[C@@H]1CN(C(=O)c2nc3ccc(Cl)cn3c2CNCC[C@@H]2C[C@@H]3C=C[C@H]2C3)C[C@H](C)O1
entry no.	33	34	35	36	37	38	39	40
Statin myotox sup	29	9	-13	-7	-4	2	-53	-4
PGC1a acetyl inh	1	-1	9	4	·	7	0	-6
PglD inh	0	-3	0	-1	-11	5	1	6
INS-1E GSIS act	-6	-4	·	8	20	·	-7	-22
CFTR F508del cor	-1.5	-3.3	·	-3.2	0.1	·	3.3	1.4
Cneo AK release	63	5	0	-2	0	-1	3	2
miR122 inh	-8[16.7 µM]	·	-3	-4	8	-3	-18[16.7 µM]	5
FN deposit inh	0	-3	·	·	11	-6	·	-4

41: C#CCN(C[C@@H]1[C@@H](OC(=O)NCc2ccc(OC)c(OC)c2)[C@@H](OC(=O)NCc2ccc(OC)c(OC)c2)CN(C(=O)OC(C)C)N1C(=O)OC(C)C)S(=O)(=O)c1ccc(C)cc1
42: COCC(=O)Nc1ccc2c(c1)OC[C@H](C)N(CCc1ccccc1)C[C@@H](C)[C@@H](OC)CN(C)C2=O
43: O=S(=O)(NCc1ccco1)N1CCOCC1
44: COC(=O)c1ccccc1NC(=O)c1ccc(COc2ccc(C)c(C)c2)o1
45: S=C(Nc1ccccc1)N1CCC(Cc2ccccc2)CC1
46: C[C@@H](CO)NC(=O)c1[nH]cnc1C(=O)Nc1cccc(Cl)c1
47: CNC(=O)C[C@@H]1CC[C@@H]2[C@H](COc3ccc(NS(=O)(=O)c4ccc(F)cc4)cc3C(=O)N2C)O1
48: Cn1ccsc1=NC(=O)c1ccc(OC(F)(F)F)cc1
entry no.	41	42	43	44	45	46	47	48
Statin myotox sup	-11	0	10	·	-9	-3	-22	3
PGC1a acetyl inh	-8	9	-11	-15	9	·	5	0
PglD inh	2	4	1	-1	6	2	-1	2
INS-1E GSIS act	-12	0	11	·	-2	12	-6	-24
CFTR F508del cor	-2.9	1.6	·	·	1.3	2.8	-4.7	1.0
Cneo AK release	-3	1	-1	-1	25	-1	-2	-3
miR122 inh	-5	-10[16.7 µM]	6	-3	2	-4	-17[16.7 µM]	12
FN deposit inh	-1	11	·	·	-20	1	-5	-1

49: O=C(CSc1nnc(-c2ccccn2)n1Cc1ccco1)c1ccccc1
50: COc1ccccc1NC(=O)c1ccccc1Nc1ccccc1
51: COc1ccc(OCC(=O)NCC(c2cccs2)N2CCOCC2)cc1 (stereo not drawn)
52: CC(C)NC(=S)NC(=O)/C=C/c1ccc(F)cc1
53: C=CC[C@@H](CC(=O)N[C@@H](CO)Cc1ccccc1)C(=O)N[C@H](COC(=O)[C@@H](CC=C)Cc1ccc(F)cc1)Cc1c[nH]c2ccccc12
54: COc1ccccc1CNC(=O)CCCNC(=O)c1ccc(Cl)cc1
55: CCCC#Cc1ccc2c(c1)O[C@@H](CN(C)C(=O)C1CCC1)[C@H](C)CN([C@@H](C)CO)S2(=O)=O
56: C[C@H](CO)N1C[C@H](C)[C@@H](CN(C)C(=O)Nc2ccccc2)Oc2ccc(NC(=O)NC3CCCCC3)cc2C1=O
57: CN(C)CCCNc1nc(-c2ccccc2)nc2ccccc12
58: O=C(CNS(=O)(=O)c1ccccc1)N1CCN(Cc2ccccc2)CC1
59: Fc1cccc(-c2oncc2-c2nnnn2-c2ccc(Cl)cc2)c1
entry no.	49	50	51	52	53	54	55	56	57	58	59
Statin myotox sup	31	0	6	2	13	0	-7	27&7	0	·	-1
PGC1a acetyl inh	-4	-4	-13	13	·	-3	-7	3&4	-4	-2	4
PglD inh	3	3	7	0	-7	8	0	-1&-1	-1	-4	-1
INS-1E GSIS act	10	12	3	5	2	-6	-18	3&0	48	11	·
CFTR F508del cor	·	-0.4	0.6	·	0.7	0.5	0.8	2.5&2.6	0.0	3.5	·
Cneo AK release	0	-3	0	14	0	1	4	-6&1	6	3	3
miR122 inh	4	-3	-3	-1	·	-5	6[16.7 µM]	-4[16.7 µM]	3	-5	8
FN deposit inh	-1	2	-2	0	-9	-2	10	3	1	-1	2
